# Scp-1 inhibitor – inhibitors of human Scp-1 phosphatase | Q9GZU7 | Recombinant Scp1, phosphopeptide, malachite green phosphate absorbance | inhibition, % at 20 µM | 0.88% of 340,000 active | AID 493091;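 active = inhibition above about 50% at 20 µM, limit read from the data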;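 note: plate controls were DMSO wells with enzyme for no effect and wells lacking enzyme for full effect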
# Target sequence (Q9GZU7 76-261 limits assumed): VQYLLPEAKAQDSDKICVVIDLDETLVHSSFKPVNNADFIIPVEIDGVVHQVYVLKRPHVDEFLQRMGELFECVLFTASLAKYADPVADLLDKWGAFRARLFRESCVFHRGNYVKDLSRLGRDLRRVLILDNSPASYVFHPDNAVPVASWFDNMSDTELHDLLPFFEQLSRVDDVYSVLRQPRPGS
#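 assay system = SCP-1 phosphatase catalytic domain, residues 76-261 | buffer or medium = 50 mM Tris acetate pH 5.5, 0.005% Tween-20, 10 mM MgCl2 | incubation = enzyme reaction 45 min at room temperature, colour 5 min, stabilisation 30 min | signal = Phosphate-binding colour reagent, absorbance read at 630 nm | measure = % inhibition at 20 µM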
# LMPTP inh – blocks human LMPTP phosphatase; recombinant LMPTP-A, OMFP fluorogenic substrate, fluorescence intensity; inhibition, % at 20 µM; 0.22% of 360,000 active; AID 651560;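 active = compounds that cut the enzyme signal by at least half of the control window in the single-dose screen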;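 note: plate controls were DMSO wells with enzyme plus substrate for no effect and substrate without enzyme for full effect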
#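 Assay system: LMPTP-A phosphatase enzyme | Input: 0.625 nM enzyme | Also added: Fluorogenic phosphatase substrate OMFP at 400 µM final | Compound dosing: One test concentration per compound, 20 µM, with 3% DMSO overall | Schedule: 50 min enzyme reaction at room temperature, protected from light | Signal: Fluorescence intensity | Benchmarks: no-enzyme and uninhibited controls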
# Rpn11 block – Rpn11 (human) deubiquitinase inhibition. O00487. human 26S proteasome, Ub4-pepOG fluorescence polarization; 20S core pre-blocked with epoxomicin. calls only at 20 µM. 0.59% of 360,000 active. AID 588493;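 active = inhibition at 20 µM, scaled to each plate's controls, above about 33%, limit read from the data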
# Target sequence (O00487 whole entry, looked up): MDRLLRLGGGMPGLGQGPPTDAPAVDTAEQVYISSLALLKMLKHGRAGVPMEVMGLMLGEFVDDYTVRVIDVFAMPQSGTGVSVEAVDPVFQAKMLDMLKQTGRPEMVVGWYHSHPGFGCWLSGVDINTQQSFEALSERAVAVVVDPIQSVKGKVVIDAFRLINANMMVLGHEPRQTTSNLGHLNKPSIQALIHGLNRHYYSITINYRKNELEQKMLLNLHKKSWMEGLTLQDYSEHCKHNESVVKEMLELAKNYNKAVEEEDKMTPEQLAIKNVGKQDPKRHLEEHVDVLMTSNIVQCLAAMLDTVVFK
# SUMO1 PPI mod – SUMO1-SIM interaction modulation | P63165 | SUMO1 binding to a labelled peptide, TR-FRET, 1 h | inhibition, % at 20 µM | 0.33% of 360,000 active | AID 602429; in the data active = inhibition above about 37%
# NadD inh – NadD (S. aureus) enzyme inhibition; 0.78% of 360,000 active; inhibition, % at 20 µM; AID 602399; purified NadD enzyme, colorimetric absorbance read-out; in the data active = inhibition above about 26%; note: some compounds past the cut are filed as inactive
# DNMT1 inh – blocks human DNA methyltransferase DNMT1 | DNMT1 molecular beacon, Hinp1I cleavage, fluorescence | inhibition (reported as % activation of signal), % at 10 µM | 0.83% of 360,000 active | P26358; in the data active = inhibition above about 50%
# Neddylation inh – inhibitors of human cullin neddylation; 0.58% of 360,000 active; AID 651699; calls only at 25 µM; TR-FRET cullin neddylation, biochemical; P61081+Q13564; in the data active = inhibition above about 36%
# Rin1-Abl PPI inh – inhibitors of human Rin1-Abl protein interaction | P00519+Q13671 | TR-FRET Rin1/Abl binding, biochemical | inhibition, % at 7.35 µM | 0.4% of 360,000 active | AID 588664; in the data active = inhibition above about 5%, passing the limit was not always enough
# CSN inh – blocks human CSN-mediated cullin deneddylation | 0.38% of 360,000 active | inhibition, % at 12.5 µM | Purified CSN, SCF-Nedd8-OG deneddylation, fluorescence polarization | Q92905;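 active = pattern-corrected inhibition above about 35%, with an unprinted fluorescence ratio check between 0.5 and 1.5, limit read from the data, passing the limit was not always enough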;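 note: 0% = enzyme with substrate and 100% = substrate without enzyme; some results filed as inactive read as strong as hits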
#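 Test system: purified human Csn5 enzyme expressed in HEK293T cells. Amount: 0.24 nM enzyme. Reagent: SCFSkp2-Nedd8OG substrate at 10 nM final. Schedule: 90 min incubation of compound, enzyme and substrate at room temperature. Detection: fluorescence polarization. Read-out: % inhibition of substrate cleavage by Csn5.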
# STEP inh – inhibitors of human striatal-enriched phosphatase STEP. P54829. recombinant STEP, OMFP fluorogenic substrate, fluorescence. inhibition, % at 20 µM. 0.25% of 360,000 active. AID 588621;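 active = inhibition at 20 µM, scaled per plate between control wells, above about 37%, limit read from the data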;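 note: 0% = DMSO with enzyme and substrate and 100% = substrate only without enzyme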
# Target sequence (P54829 whole entry, looked up): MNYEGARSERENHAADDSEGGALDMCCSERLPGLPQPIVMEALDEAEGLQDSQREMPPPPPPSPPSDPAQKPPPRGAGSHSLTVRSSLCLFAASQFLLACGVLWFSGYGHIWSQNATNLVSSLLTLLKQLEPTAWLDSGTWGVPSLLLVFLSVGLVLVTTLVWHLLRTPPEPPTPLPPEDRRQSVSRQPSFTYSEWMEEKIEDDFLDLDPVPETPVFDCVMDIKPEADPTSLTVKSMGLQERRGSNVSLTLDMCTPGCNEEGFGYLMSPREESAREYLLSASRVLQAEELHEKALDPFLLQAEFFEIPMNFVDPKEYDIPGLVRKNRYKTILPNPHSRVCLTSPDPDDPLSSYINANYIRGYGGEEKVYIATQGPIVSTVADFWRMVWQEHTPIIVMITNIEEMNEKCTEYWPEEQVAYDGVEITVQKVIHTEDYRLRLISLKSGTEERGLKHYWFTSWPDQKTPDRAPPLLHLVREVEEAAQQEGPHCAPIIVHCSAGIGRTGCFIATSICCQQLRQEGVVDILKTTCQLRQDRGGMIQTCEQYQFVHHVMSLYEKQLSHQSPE
#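 System: STEP (striatal-enriched tyrosine phosphatase) enzyme, cell-free; medium: Bis-Tris pH 6.0 buffer with DTT, detergent; dosing: 20 µM, 1% DMSO; times: reaction 20 min, ambient temperature; detection: fluorescence, 480/540 nm; read-out basis: normalized % inhibition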
# The depositor's hits bear a star; i = inactive; x = not tested or not shown; + = active, no number.
SMILES,Scp-1 inhibitor,LMPTP inh,Rpn11 block,SUMO1 PPI mod,NadD inh,DNMT1 inh,Neddylation inh,Rin1-Abl PPI inh,CSN inh,STEP inh
Fc1ccc2cnc(-c3ccccc3)c(-c3cccc(C(F)(F)F)c3)c2c1,65*,2.5,i,0,7,11,i,3,5,0
S=C(NCc1ccco1)Nc1ccc(Cl)cn1,-8,1.6,i,3,-5,-6,i,0,-2,1
CCn1cc(C(=O)NN)c(=O)c2cc(F)c(N3CCOCC3)cc21,-15,-0.5,i,4,0,2,i,3,-1,-1
O=C1c2ccccc2C(Nc2ccccc2F)N1c1cccnc1 (stereo not drawn),-1,0.0,i,5,-3,-1,i,0,2,1
O=C(CCNS(=O)(=O)c1ccc(OC(F)(F)F)cc1)N1CCCC1,-3,-1.4,i,2,3,1,i,-2,2,0
COC(=O)c1cc(S(=O)(=O)Nc2nn(C)c3cccc(F)c23)oc1C,0,-1.4,i,2,0,1,i,-4,0,0
CC(C)(C)OC(=O)C[C@H]1C/C=C\C[C@@H](CC(=O)N(CCO)Cc2ccccc2)C(=O)NC[C@@H](c2ccccc2)OC1=O,-8,0.1,i,4,-4,-4,i,0,7,-1
Cc1ccc(COc2coc(CN3CCN(C(=O)c4ccco4)CC3)cc2=O)cc1,-4,-3.6,i,0,-5,1,i,7,1,0
S=C(c1ccc(-c2ccc(Cl)cc2)o1)N1CCCCC1,-17,3.8,i,-3,2,12,i,1,3,-4
CCCOc1ccc(OCCNC2CCCC2)cc1,-11,-1.9,i,0,4,1,i,0,0,1
COc1cccc(C(=O)NCC(c2cccnc2)N2CCN(c3ccccc3OC)CC2)c1 (stereo not drawn),-12,-1.1,i,-4,1,-5,i,-2,-6,-4
COc1cc(/C=C/C(=O)O)cc(S(=O)(=O)NCC2CCCO2)c1OC (stereo not drawn),3,-1.6,i,1,0,3,i,-2,1,-1
COc1ccccc1-n1cnc2cc(NCc3ccccc3O)ccc21,-17,3.9,i,-2,2,-3,i,0,-1,-1
CCCC1CCc2c(sc(NC(=O)OCC)c2C#N)C1 (stereo not drawn),-6,3.1,i,1,0,-3,i,-2,6,-2
O=C(Cn1c(=O)oc2cc(S(=O)(=O)N3CCCCC3)ccc21)N1CCc2ccccc21,-6,-0.3,i,0,7,32,i,0,12,-1
CC(C)(C)C(=O)Nc1ccc(C(=O)N/N=C/C2CC3C=CC2C3)cc1 (stereo not drawn),11,-0.5,i,0,1,3,i,4,3,-1
Cc1ccc(Cn2nnc3c(=O)[nH]c(C4CCN(C(=O)c5cccs5)CC4)nc32)cc1,0,1.0,i,4,6,-1,i,0,-4,0
COc1ccc(NC(=O)N(C)C[C@H]2Oc3ccc(NS(=O)(=O)c4cccs4)cc3C(=O)N([C@@H](C)CO)C[C@@H]2C)cc1,-7,1.2,i,1,-9,0,i,-3,-2,0
CC(C(c1cccs1)c1c(N)n(C)c(=O)n(C)c1=O)[N+](=O)[O-] (stereo not drawn),1,-1.2,i,-2,1,0,i,0,-2,-1
CCOC(=O)c1cc(CC)sc1NC(=O)CC1Sc2ccc(C(F)(F)F)cc2NC1=O (stereo not drawn),-9,-2.2,i,-2,2,7,i,1,-4,-5
O=C1CC(c2ccccc2)CC(O)=C1C=NCCN1CCN(Cc2ccccc2)CC1 (stereo not drawn),-8,-1.4,i,-2,-6,-1,i,0,-4,-2
Cc1cc(C)cc(NC(=O)c2nnn(Cc3cc(C)ccc3C)c2N)c1,-16,3.1,i,1,-3,-4,i,-5,0,0
FC(F)(F)c1cccc(NC(=S)N2CCN(c3ccccn3)CC2)c1,-4,-0.4,i,-3,-3,3,i,4,-3,-3
COc1ccc(C(=O)Nc2ccc(N3CCOCC3)cc2)cc1S(=O)(=O)N1CCOCC1,-2,0.4,i,-1,-2,1,i,1,3,-1
Cc1ccc(C)c(S(=O)(=O)N2CCCOC2CNC(=O)C(=O)NCCC2=CCCCC2)c1 (stereo not drawn),-4,0.9,i,-3,-5,-4,i,1,-11,-2
CC1(C(=O)NS(=O)(=O)c2ccc(F)cc2F)CCN1C(=O)C1(c2ccc(Cl)cc2)CC1 (stereo not drawn),x,-1.0,i,4,-1,6,i,-8,-2,-2
CCOC(=O)C1CCN(C(=O)Nc2ccc3nc(-c4ccco4)c(-c4ccco4)nc3c2)CC1,67*,80*,i,106*,66*,113*,i,5,49,68*
COc1cccc(N2CCN(c3ccc4nnc(CCC(=O)Nc5ccccn5)n4n3)CC2)c1,-2,0.3,i,5,10,-3,i,5,-2,-1
CSc1nc2ccc(NC(=O)COc3ccccc3F)cc2s1,-2,2.0,i,4,-9,-2,i,5,1,-2
CCOC(=O)[C@@H]1[C@H]2COc3ccc(Br)cc3[C@H]2N2C(=O)N(c3ccc(OC)cc3)C(=O)[C@]12C,-6,1.7,i,-3,-8,-2,i,2,0,2
Cc1cc(C(=O)OCC(=O)NCc2ccc(Cl)cc2Cl)c(C)o1,-6,0.0,i,2,0,4,i,1,-2,-2
O=C(/C=C/c1cccs1)c1ccc(Br)cc1,0,1.0,i,-10,-7,2,i,-1,9,5
COc1cccc(CNC(=O)CNC(=O)N2CC(=O)Nc3ccccc32)c1,-8,-0.4,i,-2,1,3,i,2,0,-3
CC(=O)Nc1ccc(NC(=O)C2CCCCN2S(=O)(=O)c2ccc(C(C)(C)C)cc2)cc1 (stereo not drawn),-4,1.3,i,1,-2,0,i,-1,3,-2
CCCn1c(=O)c(C(=O)NCc2ccco2)c(O)c2ccccc21,-13,-0.3,i,12,-2,1,i,-1,5,2
Cc1cccc(C(=O)N/N=C/c2ccc(OCC(=O)N3CCCCC3)cc2)c1,8,-0.1,i,-9,0,3,i,-1,2,0
COc1ccc(C(=O)N2CCCC(CO)C2)cc1OC1CCN(C(C)C)CC1 (stereo not drawn),x,-1.2,i,0,-2,7,i,-1,-5,-2
COc1ccc(CCNc2ncnc3c2oc2ccccc23)cc1OC,-2,-1.2,i,6,-9,-1,i,-2,3,1
CCOc1ccc(CNS(=O)(=O)c2c(C)nc3sccn3c2=O)cc1OC,-10,-2.9,i,1,1,2,i,0,9,-2
COc1cc2oc(=O)cc(CN3CCCCC3)c2cc1Cl,x,-1.6,i,-10,2,1,+,0,2,-3
COc1ccc(NS(=O)(=O)c2cc(NC(=O)c3ccco3)ccc2N2CCCCC2)cc1,2,1.2,i,-2,7,-7,i,1,-3,-3
O=C(NCc1cccnc1)c1cccc(NC(=O)c2ccco2)c1,-3,0.2,i,-3,1,2,i,3,2,-4
Cn1c(=O)c(C(=O)CN2CCCCC2)c(N)n(Cc2ccccc2)c1=O,-4,-1.0,i,1,-2,3,i,-2,0,0
COc1cc(C(c2c(C)[nH][nH]c2=O)c2c(C)[nH][nH]c2=O)ccc1OS(=O)(=O)c1ccc(C)cc1,29,2.2,i,4,12,-30,i,2,-3,1
COc1ccc(NC(=O)CN(C)C(=O)C2=NN(c3ccccc3)C(=O)CC2)cc1,-14,-0.1,i,2,-7,-1,i,0,-1,-4

# Compound profiles (already shown). Values in the order: Scp-1 inhibitor	LMPTP inh	Rpn11 block	SUMO1 PPI mod	NadD inh	DNMT1 inh	Neddylation inh	Rin1-Abl PPI inh	CSN inh	STEP inh
# Record of COc1ccc(C(=O)N2CCCC(CO)C2)cc1OC1CCN(C(C)C)CC1 (stereo not drawn) : x	-1.2	i	0	-2	7	i	-1	-5	-2
# Record of CCCn1c(=O)c(C(=O)NCc2ccco2)c(O)c2ccccc21 : -13	-0.3	i	12	-2	1	i	-1	5	2
# Record of COc1cc(C(c2c(C)[nH][nH]c2=O)c2c(C)[nH][nH]c2=O)ccc1OS(=O)(=O)c1ccc(C)cc1 : 29	2.2	i	4	12	-30	i	2	-3	1
# Record of COc1cccc(CNC(=O)CNC(=O)N2CC(=O)Nc3ccccc32)c1 : -8	-0.4	i	-2	1	3	i	2	0	-3
# Record of O=C(NCc1cccnc1)c1cccc(NC(=O)c2ccco2)c1 : -3	0.2	i	-3	1	2	i	3	2	-4

# Marked active in Scp-1 inhibitor (from the list above):
smiles | Scp-1 inhibitor | LMPTP inh | Rpn11 block | SUMO1 PPI mod | NadD inh | DNMT1 inh | Neddylation inh | Rin1-Abl PPI inh | CSN inh
Fc1ccc2cnc(-c3ccccc3)c(-c3cccc(C(F)(F)F)c3)c2c1 | 65* | 2.5 | i | 0 | 7 | 11 | i | 3 | 5
CCOC(=O)C1CCN(C(=O)Nc2ccc3nc(-c4ccco4)c(-c4ccco4)nc3c2)CC1 | 67* | 80* | i | 106* | 66* | 113* | i | 5 | 49

# Going on with the list:
SMILES,Scp-1 inhibitor,LMPTP inh,Rpn11 block,SUMO1 PPI mod,NadD inh,DNMT1 inh,Neddylation inh,Rin1-Abl PPI inh,CSN inh,STEP inh
CC(=O)Nc1ccc(C(=O)OCC(=O)NCc2ccc3c(c2)OCO3)cc1,-12,0.1,i,-2,1,41,i,-3,-2,-3
CC1(C)CC(=O)c2sc(NS(=O)(=O)Cc3ccccc3)nc2C1,-4,-1.4,i,-4,-4,-2,i,0,-3,0
O=C1CCCN1CCCNc1ccc2nnc(CCC(=O)N3CCN(c4ccccc4)CC3)n2n1,-7,-0.3,i,0,3,-2,i,-4,-3,1
O=C(CSc1ccccc1)Nc1ccc(S(=O)(=O)Nc2ncccn2)cc1,2,-0.9,i,-2,8,0,i,-1,0,0
O=c1ccc2cc(S(=O)(=O)N3CCN(c4ccccc4)CC3)ccc2[nH]1,-7,-1.4,i,-5,2,7,i,-3,-1,1
CC(=O)c1cccc(NC(=O)C2C3C=CC(C3=C(c3ccccc3)c3ccccc3)C2C(=O)O)c1 (stereo not drawn),13,-0.1,i,4,37*,9,i,3,13,4
Cn1cc(-c2coc3c(C(=O)NCc4cccs4)cccc23)cn1,x,0.8,i,8,-4,0,i,0,6,4
CC1(C)CCc2cc(CN3CCN(c4ccccn4)CC3)ccc2O1,-9,-0.3,i,-4,-7,-1,i,0,0,-1
CCOc1ccc(-n2c(=O)c3sccc3n(CC(=O)NCc3ccco3)c2=O)cc1,12,-0.2,i,3,-2,10,i,-4,1,-1

# Retrieved by compound from above:
SMILES,Scp-1 inhibitor,LMPTP inh,Rpn11 block,SUMO1 PPI mod,NadD inh,DNMT1 inh,Neddylation inh,Rin1-Abl PPI inh,CSN inh,STEP inh
Cn1cc(-c2coc3c(C(=O)NCc4cccs4)cccc23)cn1,x,0.8,i,8,-4,0,i,0,6,4
CC(=O)c1cccc(NC(=O)C2C3C=CC(C3=C(c3ccccc3)c3ccccc3)C2C(=O)O)c1 (stereo not drawn),13,-0.1,i,4,37*,9,i,3,13,4
